Screening results as filed in PubChem.
FXN GAA850 act: FXN promoter activators, primary screen, cell-based, luciferase luminescence, HEK293 lucGAA850. HEK293 lucGAA850 FXN promoter luciferase reporter, 24 h; percent of 10 µM SAHA response. activation, % at 6 µM. 360,000 compounds, 0.56% hits. AID 540364, 2011;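 active means activation above the average of all compounds screened plus 3 SD, cutoff fixed separately per campaign, cut at about 7.5% in these data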;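 further: 0% = DMSO wells and 100% = 10 µM SAHA wells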
ADAM10 inh: human ADAM10 inhibitors, primary screen, biochemical, QFRET, HTS; Disintegrin and metalloproteinase domain-containing protein 10 (Homo sapiens), O14672; recombinant ADAM10, EDANS/DABCYL FRET peptide cleavage, 3 h; inhibition, % at 7 µM; 370,000 compounds, 0.62% hits; AID 720582, 2013;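 active means inhibition above a per-campaign cutoff equal to the mean of compounds falling between control-based bounds plus 3 SD, cut at about 20% in these data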;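 further: 0% = DMSO wells while the 100% control is not disclosed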
PLC-gamma1 inh: PLC-gamma1 enzyme inhibitors, primary screen, biochemical, fluorescence, purified enzyme; fluorogenic substrate; 1-phosphatidylinositol 4,5-bisphosphate phosphodiesterase gamma-1 (Homo sapiens), P19174; inhibition, % at 12.2 µM; 370,000 compounds, 0.84% hits; in the data active means inhibition above about 9.5%
hcDAF-12 act: H. contortus DAF-12 nuclear receptor activators, primary screen, cell-based, luminescence, HEK293, lit1-tk-luc reporter; 370,000 compounds, 1.4% hits; activation, % at 6.8 µM; HEK293 hcDAF-12 lit1-tk-luc reporter; 0% DMSO, 100% Δ7-dafachronic acid;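 active means activation above the mean of all tested compounds plus 3 SD, cut at about 5.5% in these data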;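 further: 100% = response to 3 µM Δ7-dafachronic acid high control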
ssDAF12 agonist: S. stercoralis DAF-12 nuclear receptor activators, primary screen, cell-based, luminescence, HEK293, GRIP1 co-expression, lit1-tk-luc; Nuclear hormone receptor DAF-12 (Strongyloides stercoralis); HEK293 ssDAF-12/GRIP1 lit1-tk-luc reporter; % of 3 µM dafachronic acid response; activation, % at 6.8 µM; 370,000 compounds, 1% hits; AID 652126, 2013;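 active means activation above the mean over all tested compounds plus 3 SD, cut at about 0.9% in these data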;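 further: 0% = DMSO-only wells and 100% = 3 µM delta7-dafachronic acid wells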
DAX1 inh-1: DAX1 (NR0B1) inhibitors on StAR promoter, primary screen, cell-based, luminescence, SF-1 (NR5A1), full-length DAX-1. HEK293T StAR-luciferase reporter, SF-1/DAX-1 repression relief. AID 652010, 2013. 370,000 compounds, 1.1% hits. inhibition, % at 6.8 µM;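 active means inhibition above the mean over all tested compounds plus 3 SD, cut at about 3.6% in these data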;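 further: 0% = DAX-1 cells with DMSO and 100% = cells lacking DAX-1 with DMSO; higher inhibition means more luminescence from relief of DAX-1 repression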
DAX1 inh-2: DAX1 (NR0B1) inhibitors, primary screen, cell-based, HEK293, Gal4-DAX1, luciferase luminescence; 340,000 compounds, 0.99% hits; HEK293 Gal4-DAX1 luciferase reporter; AID 504766, 2011; Nuclear receptor subfamily 0 group B member 1 (Homo sapiens), P51843; inhibition, % at 6.75 µM;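 active means inhibition above the mean over all tested compounds plus 3 SD, cut at about 4.2% in these data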;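 further: 0% = DAX1-transfected cells with DMSO and 100% = empty-vector control cells with DMSO; inhibition shows as a rise in luminescence from relieved DAX1 repression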
Target sequence (P51843 207-470 limits assumed): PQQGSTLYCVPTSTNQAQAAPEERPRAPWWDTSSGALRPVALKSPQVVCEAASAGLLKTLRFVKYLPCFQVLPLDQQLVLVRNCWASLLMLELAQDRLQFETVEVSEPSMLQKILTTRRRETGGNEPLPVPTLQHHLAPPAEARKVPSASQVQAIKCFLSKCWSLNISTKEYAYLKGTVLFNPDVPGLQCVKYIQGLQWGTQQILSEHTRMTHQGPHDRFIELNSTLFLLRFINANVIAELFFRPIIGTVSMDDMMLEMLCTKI
PLCb3 inh: human PLC-beta3 inhibitors, primary screen, biochemical, fluorescence; 1-phosphatidylinositol 4,5-bisphosphate phosphodiesterase beta-3 (Homo sapiens), Q01970; inhibition, % at 12.2 µM; 370,000 compounds, 0.18% hits; Purified PLC-beta3, fluorogenic substrate; AID 720704, 2013; in the data active means inhibition above about 11%;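 further: 0% = median of compound wells on plate and 100% = full blocker control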
sPLA2-III inh: human group III sPLA2 inhibitors, primary screen, biochemical, QFRET, BODIPY PC-A2 liposome substrate; Group 3 secretory phospholipase A2 (Homo sapiens), Q9NZ20; QFRET BODIPY PC-A2 liposome hydrolysis, fluorescence; inhibition, % at 12.2 µM; 370,000 compounds, 0.56% hits; AID 743126, 2013;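 active means inhibition above mean plus 3 SD of compounds lying within the high and low control bounds, cut at about 19% in these data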;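 further: 0% = median of test compound wells and 100% = no enzyme DMSO wells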
hgDAF-12 ag: H. glycines DAF-12 receptor agonists, primary screen, cell-based, luminescence, HEK293, GAL4 fusion, UAS-luciferase; Nuclear hormone receptor DAF-12 (Heterodera glycines), GAL4 fusion; HEK293 GAL4-hgDAF12 UAS-luciferase reporter, agonist luminescence; normalized to butyrate control; activation, % at 6.8 µM; 370,000 compounds, 1.8% hits; AID 687014, 2013;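 active means activation above a cutoff set at the mean of all screened compounds plus 3 SD, cut at about 10% in these data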;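 further: 0% = DMSO wells and 100% = sodium butyrate wells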
ADAM17 inh: ADAM17 inhibitors, primary screen, biochemical, QFRET. recombinant ADAM17, EDANS/DABCYL FRET peptide cleavage. Disintegrin and metalloproteinase domain-containing protein 17 (Homo sapiens), P78536. 370,000 compounds, 0.83% hits. inhibition, % at 6.95 µM;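 active means inhibition above the mean of compounds lying between control limits plus 3 SD, set per campaign, cut at about 8.5% in these data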;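 further: 0% = DMSO-only wells as the low control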
Target sequence (P78536 215-824 limits assumed): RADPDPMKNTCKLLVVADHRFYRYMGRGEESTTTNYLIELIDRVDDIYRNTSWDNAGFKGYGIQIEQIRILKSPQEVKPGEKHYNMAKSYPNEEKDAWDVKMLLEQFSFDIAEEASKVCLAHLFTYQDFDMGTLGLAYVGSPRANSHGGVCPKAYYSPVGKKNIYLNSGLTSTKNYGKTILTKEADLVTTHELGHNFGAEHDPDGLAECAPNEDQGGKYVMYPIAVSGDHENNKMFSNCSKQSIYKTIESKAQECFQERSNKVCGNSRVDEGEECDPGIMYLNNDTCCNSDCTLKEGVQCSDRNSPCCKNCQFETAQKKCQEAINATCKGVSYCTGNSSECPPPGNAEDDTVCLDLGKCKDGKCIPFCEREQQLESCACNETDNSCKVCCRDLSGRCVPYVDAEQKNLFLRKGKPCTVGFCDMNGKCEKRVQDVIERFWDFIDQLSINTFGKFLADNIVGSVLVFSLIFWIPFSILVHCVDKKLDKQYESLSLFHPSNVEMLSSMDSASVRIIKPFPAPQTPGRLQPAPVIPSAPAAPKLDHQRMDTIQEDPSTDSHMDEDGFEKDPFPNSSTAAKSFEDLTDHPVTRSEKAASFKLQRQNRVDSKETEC
The depositor's hits bear a star; i = inactive; x = not tested or not shown. Compounds were not picked by outcome. Share with any hit: about 6.9%.

SMILES | FXN GAA850 act | ADAM10 inh | PLC-gamma1 inh | hcDAF-12 act | ssDAF12 agonist | DAX1 inh-1 | DAX1 inh-2 | PLCb3 inh | sPLA2-III inh | hgDAF-12 ag | ADAM17 inh
C/C(=N\N1CCN(c2ccc(Cl)cc2)CC1)c1cccc([N+](=O)[O-])c1 | -1.7 | 3 | 5 | -1.3 | -1.8 | -0.5 | 0.9 | 5 | 2 | 0.5 | 1
CN(C)c1ccc(C(=S)N2CCN(c3ccc([N+](=O)[O-])cc3)CC2)cc1 | 0.5 | -6 | -8 | -2.4 | -1.5 | 0.1 | -0.7 | -14 | 2 | 10 | -6
COc1ccc(CNC(=O)C2CC(C)=CCC2C(=O)O)cc1 (stereo unspecified) | 0.8 | 0 | -2 | 1.3 | -0.7 | -0.1 | 1.2 | -5 | -2 | -1.8 | -2
CCCCS(=O)(=O)N1CCN(S(=O)(=O)c2cccs2)CC1 | -0.8 | -6 | -1 | -1.7 | -0.6 | -0.1 | 0.3 | -1 | 2 | 1.4 | 0
Oc1cccc(C=NN=C2c3ccccc3-c3ccccc32)c1 | 1.5 | -2 | 2 | -0.3 | -0.8 | -0.8 | -0.5 | 2 | -32 | 2.0 | 1
O=C(CCCc1nc2ccccc2s1)N1CCN(c2ccccc2)CC1 | 2.7 | 1 | -2 | 0.3 | -1.4 | -0.3 | 1.5 | -2 | -4 | 0.5 | 1
CCCCOc1ccc(C(C)NC(=O)CCS(=O)(=O)Cc2ccc(Cl)cc2)cc1 (stereo unspecified) | -0.5 | -5 | 1 | 1.5 | -1.4 | 0.1 | -0.1 | 1 | -5 | 0.1 | 4
CCOc1ccc(CCNC(=O)COC(=O)COc2ccc(Br)cc2)cc1OCC | -0.1 | 6 | 2 | 0.9 | -1.2 | -2.2 | 0.6 | -7 | -9 | 1.8 | 2
CCS(=O)(=O)N1CCCC(C(=O)Oc2ccc(Br)cc2)C1 (stereo unspecified) | -1.5 | -2 | 1 | 0.7 | -0.7 | -0.1 | -0.8 | -5 | 0 | 1.4 | -4
CCOC(=O)N1CCN(C(=O)c2cc(-c3ccc(F)cc3)[nH]c2C)CC1 | 4.2 | 1 | 4 | -1.2 | -1.1 | 0.9 | -0.9 | 4 | 2 | -3.9 | 0
COc1ccc(C(CNC(=O)C2CC(=O)N(Cc3ccccc3)C2)N2CCCC2)cc1 (stereo unspecified) | -2.0 | -15 | -8 | 1.2 | -1.1 | 2.3 | 2.0 | -14 | -3 | 0.2 | -6
COc1cc(OC)cc(C2=Cc3ccccc3C(CC(=O)c3ccco3)N2c2ccc(-c3cccnc3)cc2)c1 (stereo unspecified) | x | 1 | -51 | -2.9 | -1.5 | -0.9 | x | -79 | -1 | 0.9 | 6
Cc1ccc(S(=O)(=O)NNC(=S)Nc2ccc(Cl)cc2)cc1 | 0.8 | -8 | 0 | -0.4 | -0.8 | -0.3 | -3.3 | -9 | 2 | 3.8 | -2
Cc1cc(/C=C2/SC(=S)N(c3ccc([N+](=O)[O-])cc3)C2=O)c(C)n1-c1cccnc1 | 0.3 | -4 | 0 | 1.4 | -0.1 | -0.8 | -2.5 | -2 | -1 | 2.4 | 3
CCN(CC)CCCC(C)NC(=O)c1c(NC(=O)c2ccccc2)sc2c1CCCC2 (stereo unspecified) | -2.4 | 6 | -70 | 0.5 | -1.4 | 0.7 | 1.2 | -86 | -10 | 0.8 | -1
CCOC(=O)c1ccc(Nc2ncnc3ccc(C)cc23)cc1 | -2.5 | -25 | -55 | -1.0 | -0.9 | -0.9 | -0.6 | -78 | 4 | -0.8 | -8
CCOCC(=O)Nc1nnc(COC)s1 | -0.1 | -14 | 0 | -1.3 | -0.4 | 0.5 | 0.7 | 3 | 2 | 1.9 | -2
O=C(/C=C/c1ccc(Cl)c(Cl)c1)Nc1cccnc1 | 1.3 | 16 | 6 | -2.3 | -1.4 | 0.9 | 2.0 | -1 | 2 | 4.1 | 0
O=C(COC(=O)CSc1ccc2ccccc2c1)NC1CCCC1 | 2.0 | 1 | -3 | 0.1 | -0.6 | -0.2 | -0.7 | -21 | -11 | -0.3 | 0
O=c1oc2ccc(Cl)cc2nc1/C=C(\O)c1ccco1 | 5.1 | -13 | -6 | 0.6 | -1.0 | -0.4 | -0.7 | -9 | 10 | -4.6 | -5
COc1ccc(S(=O)(=O)NNC(=O)C(=O)NNc2ccccn2)cc1 | 0.0 | 5 | 2 | -0.2 | -1.8 | 0.6 | 0.3 | -7 | 3 | -0.9 | -2
O=C(COC(=O)COc1ccccc1F)NCc1ccco1 | 0.3 | -6 | -5 | -0.6 | -0.9 | 1.3 | 0.4 | -1 | 5 | 0.5 | -3
CCOC(=O)c1c(S(=O)(=O)NCC(=O)NCc2ccccc2)c(C)n(C)c1C | 3.4 | 13 | 4 | -0.3 | -1.4 | 0.2 | 1.0 | -2 | 12 | -0.8 | 3
O=C(O)C1CC(=O)N(Cc2cccs2)C1 (stereo unspecified) | 0.9 | -5 | 1 | 0.1 | -1.2 | 1.2 | 0.8 | 4 | 1 | 0.4 | 0
COc1ccc(S(=O)(=O)N(C)c2ccc(C(=O)Nc3c(C)n(C)n(-c4ccccc4)c3=O)cc2)cc1 | -1.8 | 5 | 4 | -1.5 | -0.9 | 1.7 | 0.6 | -3 | 3 | 0.9 | 3
Cc1cccc(Cn2nc(C)cc2NC(=O)Cn2cc([N+](=O)[O-])cn2)c1 | -2.1 | -2 | 4 | -1.1 | -1.7 | -0.8 | 0.6 | -2 | -4 | -1.3 | -1
OCCNCc1cccc(OCc2ccccc2Cl)c1 | -1.1 | -3 | 1 | 0.2 | -0.6 | 0.4 | 0.8 | 5 | 2 | 1.2 | 0
CC1(C)CC(C#N)(N2CCOCC2)CCO1 (stereo unspecified) | 0.3 | 3 | 1 | -0.8 | -1.6 | 0.5 | -0.7 | 4 | 2 | -3.3 | -1
CCc1cc2c(CN3CCN(CC)CC3)cc(=O)oc2cc1O | -1.0 | i | i | -1.8 | -1.5 | 0.5 | 1.6 | i | -2 | 0.5 | i
CCCCCN(C(=O)CCC(=O)OCC(=O)c1ccc(C(C)(C)C)cc1)c1c(N)n(CCCC)c(=O)[nH]c1=O | 0.1 | -5 | 0 | -1.1 | -0.2 | -0.4 | 2.2 | -5 | 3 | 1.2 | 1
CC1(C)CC(NC(=O)C23CCC(C)(/C(=N/O)C2)C3(C)C)CC(C)(C)N1 (stereo unspecified) | -3.3 | -7 | 1 | 0.1 | -1.6 | -0.2 | 1.1 | 0 | 0 | 2.4 | -1
Cc1cccc(CSc2nnc3c(n2)[nH]c2ccccc23)c1 | 0.7 | -3 | -1 | 0.0 | -0.6 | -0.5 | -1.3 | -3 | -2 | 3.0 | -6
O=C(c1ccc2nc(N3CCOCC3)sc2c1)N1CCN(C(=O)c2ccco2)CC1 | -0.5 | -15 | 3 | 1.4 | -0.5 | 0.3 | 1.3 | 0 | 1 | 2.7 | -2
Cc1ccsc1C(=O)OCC(=O)c1cc2ccccc2o1 | 2.2 | -2 | -4 | 0.2 | -0.9 | 0.0 | 1.8 | -7 | -45 | 0.2 | -1
O=C(N/N=C/c1cccnc1)C1CCCN(S(=O)(=O)c2ccccc2)C1 (stereo unspecified) | -0.4 | 6 | 6 | -2.6 | -1.0 | 0.3 | 0.9 | 9 | -8 | -1.9 | 9.2*
NC(=O)c1oc2ccccc2c1NC(=O)c1nc2ccccc2s1 | 6.1 | -17 | -14 | 0.3 | -0.1 | 0.4 | 1.9 | -17 | -7 | 6.2 | -8
Cc1ccc(OCCn2c(CCCO)nc3ccccc32)cc1 | -0.8 | 1 | 0 | -2.9 | -1.6 | -0.8 | -0.1 | 7 | -2 | -1.2 | 2
CCN(CC)CCCN1C=C2C(=O)C(C)(OC(=O)C3CCCC3)C(=O)C=C2C=C1c1ccsc1 (stereo unspecified) | 1.0 | -15 | -18 | 1.8 | -0.9 | 0.0 | 1.2 | -27 | -7 | 0.8 | -8
CCN(CC)S(=O)(=O)c1ccc(C)c(NC(=O)CNCc2ccccc2OC)c1 | 0.5 | 7 | 4 | -3.1 | -0.8 | -0.5 | 1.0 | -2 | 1 | -1.2 | -1
O=C(NC1CCN(C(=O)NCc2ccccc2)CC1)c1ccccc1 | 2.0 | -1 | -1 | -2.7 | -0.7 | 0.1 | -0.9 | 0 | 3 | 1.2 | -2
COc1ccc(NC(=O)CN(c2ccc(OC)cc2)S(=O)(=O)c2c(C)nn(C)c2C)cc1 | 0.8 | -6 | 0 | -0.5 | -1.0 | 0.3 | 0.1 | -5 | -4 | -1.6 | 2
Cn1cncc1C#Cc1c(C=O)[nH]c2ccccc12 | -4.1 | -46 | i | 0.1 | -1.3 | -0.7 | -0.3 | i | 0 | -0.8 | -15
CC(C)Cc1nnc(NC(=O)CCC(=O)N2CC(C)CC(C)C2)s1 (stereo unspecified) | 0.9 | -8 | 1 | -1.9 | -0.5 | 0.0 | -0.1 | 0 | 4 | 4.6 | -3
COc1ccc(NC(=O)Nc2ccc3c(c2)C(=O)N([C@H](C)CO)C[C@H](C)[C@@H](CN(C)S(C)(=O)=O)O3)cc1 | -0.7 | -48 | -2 | -0.6 | -1.4 | -0.1 | 0.4 | -2 | -5 | -1.6 | -4
CC1(C)CC(=O)C(CC2CCCCC2=O)C(=O)C1 (stereo unspecified) | -0.8 | -2 | -3 | -0.5 | -0.7 | 0.8 | 2.3 | -4 | 7 | -0.5 | -5
O=C(CSc1n[nH]c(-c2ccncc2)n1)c1ccccc1 | 2.4 | 3 | -4 | -1.2 | -1.1 | -0.4 | 1.2 | -5 | -3 | -2.1 | -5
